Screening results: PubChem BioAssay, National Center for Advancing Translational Sciences (NCATS)
FBPA coupling cs = coupling enzyme interference in Giardia aldolase counter-screen; coupling enzyme system counterscreen, AmpLite Red fluorescence; activity change, negative = inhibition, % at 58.2 µM, hits read low; 290,000 compounds, 0.67% hits; in the data active = activity change below about -30%; note: % is set by controls: 0 for no effect and ±100 for the full control effect
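Counterscreen of the coupled detection system alone, without aldolase: glyceraldehyde-3-phosphate coupling enzymes plus AmpLite Red readout. Compounds at 57.5 uM final, 10 min RT preincubation, 20 min RT reaction, fluorescence 525/598 nm.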
B2AR arrestin = beta2AR (human) beta-arrestin recruitment activity; beta-arrestin recruitment to beta2AR, cell-based reporter; 330,000 compounds, 0.02% hits; Potency, µM (top dose mostly 46.1 µM), without a hit: at the top dose activation, most hits filed as activators; P07550;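 note: potency is the fitted concentration of half-maximal effect; 0% = DMSO controls and full agonism = EC100 isoproterenol or metaproterenol; nearly all actives have a fitted effect of over 65% in size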
Target sequence (P07550 whole entry, looked up): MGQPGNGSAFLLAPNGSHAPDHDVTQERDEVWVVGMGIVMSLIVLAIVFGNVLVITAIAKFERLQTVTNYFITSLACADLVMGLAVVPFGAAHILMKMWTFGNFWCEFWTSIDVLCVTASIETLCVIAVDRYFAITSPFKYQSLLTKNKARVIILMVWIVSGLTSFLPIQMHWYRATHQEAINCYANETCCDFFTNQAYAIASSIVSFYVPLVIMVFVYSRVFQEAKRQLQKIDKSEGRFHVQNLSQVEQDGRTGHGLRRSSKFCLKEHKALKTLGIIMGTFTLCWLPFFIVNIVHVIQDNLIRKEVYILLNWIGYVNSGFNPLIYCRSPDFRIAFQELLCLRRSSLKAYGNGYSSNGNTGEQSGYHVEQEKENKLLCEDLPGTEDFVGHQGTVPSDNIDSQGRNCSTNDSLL
USP2a inh = inhibitors of human ubiquitin-specific protease USP2a | O75604 | Potency, µM (titrated, usually from 38.3 µM), for inactives: at the top dose activity change, negative = inhibition, actives largely listed as inhibitors | USP2 core, Ub-CHOP2 coupled fluorogenic reporter, 485/531 | 330,000 compounds, 0.01% hits;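 note: potency is the fitted concentration of half-maximal effect; plate controls were DMSO wells for no effect and full inhibition by NEM control for full effect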
Target sequence (O75604 whole entry, looked up): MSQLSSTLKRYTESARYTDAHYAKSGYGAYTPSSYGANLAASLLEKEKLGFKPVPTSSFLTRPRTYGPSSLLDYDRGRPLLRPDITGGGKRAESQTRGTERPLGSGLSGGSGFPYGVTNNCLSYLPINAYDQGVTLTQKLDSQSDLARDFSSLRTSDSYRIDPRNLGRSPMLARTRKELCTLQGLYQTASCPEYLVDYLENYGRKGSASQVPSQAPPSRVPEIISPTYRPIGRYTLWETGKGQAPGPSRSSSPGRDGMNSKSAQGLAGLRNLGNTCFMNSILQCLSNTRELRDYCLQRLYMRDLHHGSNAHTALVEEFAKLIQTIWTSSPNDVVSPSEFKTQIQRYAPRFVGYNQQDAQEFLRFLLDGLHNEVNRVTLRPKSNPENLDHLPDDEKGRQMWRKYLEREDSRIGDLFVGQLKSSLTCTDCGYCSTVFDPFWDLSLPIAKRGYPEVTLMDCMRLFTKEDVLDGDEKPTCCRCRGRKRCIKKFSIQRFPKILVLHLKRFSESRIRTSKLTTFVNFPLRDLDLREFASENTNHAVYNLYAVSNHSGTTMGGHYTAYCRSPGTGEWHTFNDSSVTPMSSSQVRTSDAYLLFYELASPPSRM
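Deubiquitinase activity read as fluorescence (485/531 nm) after Ub-CHOP2 cleavage activates the enterokinase reporter on its substrate; USP2 core 10nM, Ub-CHOP2 and substrate 25nM each, 30min compound preincubation then 60min RT; data normalized to NEM, curves fitted.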
Menin MLL FP TR = menin-MLL binding inhibition, Texas Red mutant peptide. O00255. Menin + Texas Red MLL mutant peptide, fluorescence polarization. Potency, µM (highest dose often 61.6 µM), inactives show at the top dose FP activity change, negative = inhibition, actives largely listed as inhibitors. 270,000 compounds, 0.23% hits. AID 1768; active = well fitted inhibition curve with a large enough effect in the polarisation, with a control signal flat, not every such curve was filed as active; inconclusive = small, poorly fitted or top-dose-only effect, or effect the other way, or a change in a side signal; inactive = no such curve, though single readings can be large or run the other way; the % refers to the polarisation; note: potency is the fitted concentration of half-maximal effect; % of control where 0% means no effect; many of its hits are not listed in these tables
TRPV1 ag = agonists of human vanilloid receptor 1 (TRPV1). 320,000 compounds, 0.19% hits. Q8NER1. activation, % at 8.33 µM. TRPV1-expressing cells, Fluo-8 calcium influx, agonist mode; in the data active = activation above about 80%; inconclusive = between about 30% and that limit; note: 0% is about no effect
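Fluo-8 calcium influx in TRPV1-expressing cells, kinetic read (ex 480/em 520 nm). Compound added and read 3 min for agonist activity, followed by capsaicin at EC20 final and 2 min further read for enhancement.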
PKM2 act = PKM2 (human) enzyme activation. P14618. purified PKM2, Kinase-Glo ATP luminescence, activation; response scale: 0% is enzyme alone, no compound. Potency, µM (series often up to 57.5 µM), inactives show at the top dose activation, actives largely listed as activators. 260,000 compounds, 0.34% hits; note: potency is the fitted concentration of half-maximal effect; % is set by controls: 0 for no effect and ±100 for the full control effect; nearly all actives have a fitted effect of over 55% in size
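Kinase-Glo luminescence reports ATP generated from ADP (0.1 mM) and PEP (0.5 mM) by purified hPK-M2 after 1 h at room temperature, pH 7.2 imidazole buffer; intermediate enzyme activity allows detecting inhibitors and activators.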
KCNH2 3.1 block = blocks the human KCNH2 3.1 channel isoform. AID 720553. activity change, % (tested at about 1.8 µM). U2OS KCNH2 3.1, thallium flux FluxOr; active compounds read low. 340,000 compounds, 0.95% hits;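 active = maximum activity change below -70%; inconclusive = maximum activity change from -70% to -50%; inactive = maximum activity change above -50%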;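 note: thallium influx rate constant from kinetic fluorescence after stimulation buffer; % is set by controls: 0 for no effect and ±100 for the full control effect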
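We transduce U2OS cells with the mutant 3.1 virus, culture them overnight, load FluxOr with Red40 quencher for 45 min, then add stimulation buffer and read kinetically for 2 min to derive a normalized rate constant.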
GALK inhibitor = inhibitors of human galactokinase | 270,000 compounds, 0.007% hits | Purified GALK, Kinase-Glo residual ATP luminescence | P51570 | Potency, µM (top dose mostly 57.5 µM), without a hit: top-dose activity change, negative = inhibition, most hits filed as inhibitors; note: potency is the fitted concentration of half-maximal effect; % is set by controls: 0 for no effect and ±100 for the full control effect
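ATP-depletion format; final 35 uM ATP, 100 uM D-galactose, 5 nM enzyme; pH 8.0 HEPES/Mg2+ buffer; 60 min RT; luminescence read 10 min after detection reagent.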
MLL CXXC-DNA inh = blocks binding of human MLL CXXC domain to DNA; Q03164; MLL-CXXC / FITC-HOXA9 DNA fluorescence polarization; Potency, µM (doses to about 115 µM), for inactives: at the top dose activity change, negative = inhibition, most hits filed as inhibitors; 290,000 compounds, 0.037% hits; active = well fitted inhibition curve with a large enough effect in the polarisation, with a control signal flat, not every such curve was filed as active; inconclusive = small, poorly fitted or top-dose-only effect, or effect the other way, or a change in a side signal; inactive = no such curve, though single readings can be large or run the other way; the % refers to the polarisation; note: potency is the fitted concentration of half-maximal effect
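Fluorescence polarization: 7 uM MLL-CXXC (stock) preincubated 5 min with compounds, then 50 nM fluorescein-HOX-A9 DNA (stock) added; 30 min ambient. Buffer 50 mM Tris-HCl pH 7.5, 50 mM NaCl, 1 mM DTT, 0.05% BSA.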
Giardia kill = Giardia lamblia killing | AID 540267 | Giardia lamblia trophozoite viability | activity change, % at 7.66 µM, hits read low | 340,000 compounds, 0.15% hits; in the data active = activity change below about -80%; inconclusive = between about -30% and that limit;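 note: parasites exposed to compound for two days anaerobically before the ATP read; % is set by controls: 0 for no effect and ±100 for the full control effect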
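Compounds were tested on trophozoites seeded at 100 cells/well and held 48 hrs at 37 deg C anaerobically. An ATP-based luminescent kit measured the remaining live cells.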
KCNH2 WT inh = KCNH2 (human, wildtype) channel inhibition | activity change, % at 1.84 µM | Q12809 | 340,000 compounds, 0.37% hits | U2OS, BacMam KCNH2, thallium flux FluxOr; active compounds read low;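 active = maximum activity change below -70%; inconclusive = maximum activity change between -70% and -50%; inactive = maximum activity change above -50%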; note: % is set by controls: 0 for no effect and ±100 for the full control effect
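U2OS cells transduced with wild-type KCNH2 virus are loaded with FluxOr dye for 45 min, and thallium flux is measured in kinetic reads before and after stimulation buffer. Rate constants are normalized to DMSO controls.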
An asterisk follows results filed as active; u = inconclusive; x = no result given; [ ] = remark or other dose. Unless noted, calls come from the whole dose curve; as a rule, active = well fitted curve in the direction sought with a large enough effect; inconclusive = small, poorly fitted or top-dose-only effect, or another doubt; inactive = no such curve, though single readings can be large; an effect the other way counts as inactive or inconclusive. The list is partial (hit frequency here may not be typical).

SMILES	FBPA coupling cs	B2AR arrestin	USP2a inh	Menin MLL FP TR	TRPV1 ag	PKM2 act	KCNH2 3.1 block	GALK inhibitor	MLL CXXC-DNA inh	Giardia kill	KCNH2 WT inh
COCCNP(=O)(c1ccccc1)c1nc2ccccc2s1 (stereo not drawn)	5	0.1%	0%	x	-2	7%	x	-2%	-5%	x	x
C=C1C[C@]2(O)[C@@]3(C)CCC(=O)C(C)(C)C3=C(O)C(=O)[C@@]2(C)[C@@H]2C(=O)O[C@@](C)(C(=O)OC)C(=O)[C@@]12C	1	-0.2%	1%	-4%	2	1%	2	-3%	5%	-22	-5
C#C[C@@]1(O)CCC2C3CCC4=C/C(=N/OCC(=O)NC(CCC(N)=O)C(=O)O)CC[C@]4(C)C3CC[C@@]21C (stereo partly drawn)	0	0.1%	1%	-13%	9	x	2	x	-3%	4	-9
CCN(CC)C(=O)Cn1cc(C=C2C(=O)N(C)C(=O)N(C)C2=O)c2ccccc21	-1	-0.2%	u	u	-3	x	0	4%	-8%	-24	0
COC(=O)C1C2CC[C@@H](CC1OC(=O)c1ccccc1)N2 (stereo partly drawn)	x	0.2%	-1%	x	x	x	2	x	x	-20	2
CC12CCC3C(CC=C4CC(O)CCC43C)C1C/C(=C\c1cccc(F)c1)C2=O (stereo not drawn)	-1	-1.0%	1%	3%	3	-4%	-28	2%	-2%	-1	-3
Cc1cccc2c(CCN)c[nH]c12	-3	-0.1%	3%	2%	1	0%	-11	0%	5%	-23	-4
CCN(CC)C(=O)c1ccc(NC(=O)c2cc(S(=O)(=O)N3CCCCCC3)ccc2OC)cc1	x	-0.2%	4%	x	-1	x	-17	x	x	49[activator]	1
Cc1ccc(-c2nn(Cc3ccccc3)cc2C=O)cc1	5	-0.5%	1%	11%	17	-4%	-7	0%	6%	18	2
O=c1[nH]c(O)c(C=NC2CCN(Cc3ccccc3)CC2)c(=O)[nH]1	0	0.3%	-2%	-17%	7	1%	-17	0%	-5%	-12	33
COc1ccc(-n2c(SC)nc3ccccc3c2=O)cc1	5	-0.3%	-1%	3%	-3	-2%	13	6%	-2%	3	6
CC1CC(C)CN(CC(=O)c2ccc(OC(F)F)cc2)C1 (stereo not drawn)	4	-0.2%	2%	2%	6	-12%	-19	0%	7%	-6	37
COC(=O)C1=C(c2ccc(-c3ccccc3)c(F)c2)C[C@@H]2CC[C@H]1N2C(=O)NC1CCCCC1	x	0.1%	2%	x	16	x	-15	x	x	12	5
COc1cc(CC(=O)N2C[C@H]3C[C@@H](C2)c2cccc(=O)n2C3)cc(OC)c1OC	x	0.3%	2%	x	3	x	1	x	x	-16	-199*
O=C(NCC(c1cccnc1)N1CCN(c2ccc(F)cc2)CC1)Oc1ccccc1 (stereo not drawn)	0	-2.0%	-3%	-5%	3	6%	3	0%	-7%	-3	3
CCC(C)n1c(O)c(C=NCCN2CCOCC2)c(=O)[nH]c1=S (stereo not drawn)	1	0.6%	-4%	x	-1	-5%	0	-1%	0%	u	-1
O=P1(Oc2ccccc2)CC=C[C@H](COCc2ccccc2)O1 (stereo partly drawn)	1	-0.6%	4%	x	3	8%	-48	0%	22%	4	0
Cc1ccc(C(=O)C2CN3CCC2CC3)cc1 (stereo not drawn)	2	-0.1%	3%	-12%	0	-2%	4	-1%	0%	2	33
CC1=NN(c2ccccc2)C(=O)C1/C=C1\C(=O)NC(=O)N(c2ccc(C)c(C)c2)C1=O (stereo not drawn)	15	0.1%	1%	28%	1	-7%	-3	0%	9%	-12	2
O=C(c1ccccc1)N1C(=O)C(c2ccccc2)Oc2ccccc21 (stereo not drawn)	4	0.7%	1%	x	12	4%	8	-4%	73%[activator]	4	-7
COC(=O)CC(NC(=S)N1CC2C[C@@H](C1)Cn1c2cccc1=O)C(=O)OC (stereo partly drawn)	-1	2.0%	2%	-2%	-1	x	22	10%	6%	7	0
COc1ccccc1NC1(C#N)CCCCC1	-2	0.1%	0%	-2%	-3	-1%	-21	-1%	2%	5	-8
O=[N+]([O-])c1cc(F)c(N2CCCC2)cc1Br	1	0.1%	0%	10%	2	u	-13	16%	16%	-2	1
O=C(c1ccc(C(F)(F)F)cc1)C1CCCN(C2CCSCC2)C1 (stereo not drawn)	0	-0.6%	1%	-21%	u	-2%	-36	1%	-3%	-2	-38
COCCCn1c(N)c(C(=O)Nc2sc3c(c2C(=O)OC)CCCC3)c2nc3ccccc3nc21	-3	-0.2%	-1%	u	3	0%	-19	-3%	-2%	6	11
COc1ccccc1N1CCN(Cc2ccc(Br)s2)CC1	-1	-0.5%	1%	-19%	u	4%	2	0%	u	-10	-2
CC(=O)N1CCN(c2ccc([N+](=O)[O-])cc2C=C2C(=O)NC(=O)NC2=O)CC1	-1	-0.2%	-1%	24%	2	1%	4	0%	-7%	15	5
COC(=O)C1=Nc2ccccc2/C1=C\c1c(O)n(-c2cc(OC)ccc2OC)c(=O)[nH]c1=O	8	-0.9%	-1%	u	-5	12%	0	0%	-23%	14	-1
Cc1ccc2ccccc2c1NC(=O)CNC1CCCCC1	1	0.1%	1%	20%	3	-2%	2	x	-7%	7	-1
COP(=O)(OC)C(NC(C)=O)C(Cl)(Cl)Cl (stereo not drawn)	0	0.0%	-1%	-8%	-4	-2%	-16	-3%	2%	52[activator]	-5
Cc1ccc(NC(=S)NCCc2cnc[nH]2)cc1C	-1	-0.2%	2%	-14%	9	3%	2	2%	-4%	4	4
Nc1ccc([N+](=O)[O-])cc1	x	0.3%	1%	x	-6	x	5	x	x	-15	-9
NC1=NC(c2cccnc2)n2c(nc3ccccc32)N1 (stereo not drawn)	0	0.1%	-3%	x	5	2%	1	0%	3%	-11	4
CCc1ccc(-n2c(O)c(/C=N/N3CCCCC3c3cccnc3)c(=O)[nH]c2=O)cc1 (stereo not drawn)	4	-0.2%	-1%	-13%	1	6%	-10	-3%	11%	31[activator]	-7
O=C(N/N=C/c1c(O)n(C2CC2)c(=S)[nH]c1=O)c1ccccc1	-1	0.3%	0%	u	24	-2%	-9	-1%	10%	-10	5
CN(C)C(=O)Oc1ccc2nnc3ccnn3c2c1	1	-1.1%	6%	-8%	0	x	-1	0%	u	8	11
CC[n+]1c(/C=C/N(C)c2ccccc2)sc2ccc(Cl)cc21	1	0.3%	3%	u	-1	-11%	17	5%	-9%	-7	5
CN1CCN(c2ccc(N)c(N3CCN(C)CC3)c2)CC1	-39*	-0.1%	-2%	-24%	3	-12%	3	1%	-10%	3	-24
CCCC[C@@H](C)C[C@@H](C)C(=O)N(C)[C@@H](CC(C)C)C(=O)N[C@H](C(=O)N(C)[C@H](C(=O)N1C[C@@H](O)C[C@H]1C(=O)N1C(=O)C=C[C@@H]1C)C(C)C)C(C)OC(C)=O (stereo partly drawn)	x	-0.8%	2%	x	x	x	-6	x	x	11	0
Cc1cc(OCC(=O)NC2CCS(=O)(=O)C2)c2c3c(c(=O)oc2c1)CCC3 (stereo not drawn)	0	0.3%	0%	-6%	-1	-1%	-1	8%	0%	14	-250*
COc1ccc(OCC(=O)N2CCN(C(C)C)CC2)cc1	0	0.3%	2%	-8%	2	2%	-4	-2%	3%	26	4
CCN1CCN(C(=O)COc2ccc(S(=O)(=O)N(C)Cc3ccccc3)cc2)CC1	0	x	x	2%	-2	-6%	-18	0%	0%	9	33
CC(C)CC(NC(=O)CCCNC(=O)CCC(=O)OC1O[C@H]2OC3(C)CC[C@H]4[C@H](C)CCC(C1C)C24OO3)C(=O)O (stereo partly drawn)	1	-0.5%	1%	-7%	0	x	5	0%	-3%	-12	-6
Nc1ccc(Cl)cc1C(=O)c1ccccc1	-3	-0.3%	3%	5%	3	4%	x	-1%	1%	2	12
COC(=O)C1=C(c2ccc(Cl)c(C(F)(F)F)c2)C[C@@H]2CC[C@H]1N2C(=O)NCCOc1ccc(OC)cc1	x	0.8%	-7%	x	8	x	-25	x	x	13	9
CC(C)Oc1cccnc1N(C)C1CCN(Cc2ccccc2)CC1	x	x	x	-23%	x	x	29	x	-16%	-6	29

In the list so far, these contain a thiophene ring, fused or not:
SMILES	FBPA coupling cs	B2AR arrestin	USP2a inh	Menin MLL FP TR	TRPV1 ag	PKM2 act	KCNH2 3.1 block	GALK inhibitor	MLL CXXC-DNA inh	Giardia kill	KCNH2 WT inh
COCCCn1c(N)c(C(=O)Nc2sc3c(c2C(=O)OC)CCCC3)c2nc3ccccc3nc21	-3	-0.2%	-1%	u	3	0%	-19	-3%	-2%	6	11
COc1ccccc1N1CCN(Cc2ccc(Br)s2)CC1	-1	-0.5%	1%	-19%	u	4%	2	0%	u	-10	-2
